M. tuberculosis: growth inhibition of non-replicating M. tuberculosis (AID 488890); Mycobacterium tuberculosis non-replicating, growth inhibition; higher % means a stronger effect; inhibition, % at 25 µM; hits with a dose series show IC50 in µM; 0.39% of 320,000 active; in the data active = a potency from the dose series; inconclusive = inhibition mostly from about 82% at the one dose, without a potency; inactive = the rest, 99 in 100 with inhibition below about 76%;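 also: plate controls were DMSO cells for no effect and high antibiotic wells for full effect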
influenza NS1A: H1N1 influenza NS1A inhibitors, functional cell based assay (AID 504329); NS1A functional cell-based assay, percent inhibition; higher % means a stronger effect; inhibition, % at 12.5 µM; hits with a dose series show IC50 in µM; 0.3% of 340,000 active; in the data active = a potency from the dose series; inconclusive = inhibition above about 27% without an active follow-up result; also: strong numbers were not always called active
Salmonella PhoP GFP: Inhibition of PhoP regulon, Salmonella typhi GFP reporter cells, confirmation, 4 h (AID 1850); Salmonella Typhi PhoP-promoter GFP reporter, fluorescence, 4 h; higher % means a stronger effect; inhibition, % at 50 µM, or IC50 in µM where a hit was titrated; 0.33% of 310,000 active; in the data active = a potency from the dose series; inconclusive = inhibition mostly from about 25% at the one dose, without a potency; inactive = the rest, 99 in 100 with inhibition below about 19%;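 also: 0% = induced wells with vehicle and 100% = uninduced wells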
H37Rv inhibition: M. tuberculosis growth inhibition, HTS (AID 449762); 0.59% of 330,000 active; M. tuberculosis H37Rv growth inhibition, 7H9 media; higher % means a stronger effect; one-dose inhibition, % at 25 µM; IC50 in µM for titrated hits; in the data active = a potency from the dose series; inconclusive = inhibition above about 70% without an active follow-up result;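 also: bacterial growth assessed after seven days of incubation; strong numbers were not always called active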
inhibitors of VEEV: inhibitors of VEEV TC-83 cytopathic effect, confirmation, Vero cells (AID 588727); Vero cells, VEEV TC-83 cytopathic effect inhibition; higher % means a stronger effect; one-dose inhibition, % at 20 µM; IC50 in µM for titrated hits; 0.13% of 350,000 active; in the data active = a potency from the dose series; inconclusive = inhibition mostly from about 14% at the one dose, without a potency; inactive = the rest, 99 in 100 with inhibition below about 12%; also: strong numbers were not always called active
inhibitors of VEEV 10K pilot screen: recorded beside inhibitors of VEEV, whose call it bears; inhibition, %; measured here: 10K pilot screen inhibition
* marks the source's active call; other numbers are inactive results; i = inactive; ? = inconclusive; . = no result given.

Sample of the layout:
SMILES	M. tuberculosis	influenza NS1A	Salmonella PhoP GFP	H37Rv inhibition	inhibitors of VEEV	others
CC(C)(CNC(=O)C1CCCC1)CNC(=O)C1CCCC1	-4%	-3%	10%	-7%	6.4%
Cc1cc([N+](=O)[O-])nn1CC(=O)Nc1cccc2nonc12	-31%	-11%	26%	-4%	0.8%
CCN1C(=O)N[C@@H](c2ccc(Br)cc2)C(C(C)=O)=C1C	-1%	-8%	20%	-2%	0.1%
CCOn1c(=O)c(-c2ccc(Cl)cc2)[n+]([O-])c2ccccc21	-18%	8%	8%	3%	2.4%
CC(C)(C)NC(=O)/C(=C\C=C\c1ccccc1)NC(=O)c1ccc([N+](=O)[O-])cc1	-29%	3%	-2%	-3%	i
CCOc1ccccc1OCCCNCc1ccccc1	4%	-23%	-6%	5%	0.8%
CCOC(=O)c1c(NC(=O)C2=C(C)NC(=S)NC2c2ccccc2C(F)(F)F)sc(C)c1C (stereo not drawn)	19%	-2%	-7%	-4%	7.4%
Cc1onc(-c2ccccc2)c1C(=O)N1CCN(C(=O)c2ccco2)CC1	8%	0%	20%	0%	0.4%
Cc1ccc(CN2CCC(CNS(=O)(=O)c3ccc(-c4ccc(=O)[nH]n4)s3)CC2)cc1	22%	10%	-17%	3%	i
COCc1nnc(NC(=O)c2ccc(S(=O)(=O)N(CC(C)C)CC(C)C)cc2)o1	45%	4%	-7%	7%	11%
COc1cccc(/C=N/Nc2ccc([N+](=O)[O-])cc2)c1O	33%	2%	2%	?	2.7%
COC(=O)/C(C(C)=O)=C(\C=C\N(C)C)N(C)C	-5%	-4%	-10%	9%	0.4%
Cc1ccc(OCCC(=O)OCC(=O)C(C)(C)C)cc1	41%	-17%	-7%	?	0.1%
C=CCn1c(O)c(C(CC)=Nc2ccc(NC(C)=O)cc2)c(=O)[nH]c1=O	-11%	1%	2%	-2%	1.0%
O=C(Cn1cnc2c(nnn2-c2ccc(F)cc2)c1=O)NCC1CCCO1 (stereo not drawn)	-8%	-2%	-3%	-6%	0.7%
Cc1ccc(S(=O)(=O)NNC(=O)C2COc3ccccc3O2)cc1C (stereo not drawn)	-2%	-8%	3%	0%	0.8%

Main list, from the start:
SMILES	M. tuberculosis	influenza NS1A	Salmonella PhoP GFP	H37Rv inhibition	inhibitors of VEEV	others
CC(C)(CNC(=O)C1CCCC1)CNC(=O)C1CCCC1	-4%	-3%	10%	-7%	6.4%
Cc1cc([N+](=O)[O-])nn1CC(=O)Nc1cccc2nonc12	-31%	-11%	26%	-4%	0.8%
CCN1C(=O)N[C@@H](c2ccc(Br)cc2)C(C(C)=O)=C1C	-1%	-8%	20%	-2%	0.1%
CCOn1c(=O)c(-c2ccc(Cl)cc2)[n+]([O-])c2ccccc21	-18%	8%	8%	3%	2.4%
CC(C)(C)NC(=O)/C(=C\C=C\c1ccccc1)NC(=O)c1ccc([N+](=O)[O-])cc1	-29%	3%	-2%	-3%	i
CCOc1ccccc1OCCCNCc1ccccc1	4%	-23%	-6%	5%	0.8%
CCOC(=O)c1c(NC(=O)C2=C(C)NC(=S)NC2c2ccccc2C(F)(F)F)sc(C)c1C (stereo not drawn)	19%	-2%	-7%	-4%	7.4%
Cc1onc(-c2ccccc2)c1C(=O)N1CCN(C(=O)c2ccco2)CC1	8%	0%	20%	0%	0.4%
Cc1ccc(CN2CCC(CNS(=O)(=O)c3ccc(-c4ccc(=O)[nH]n4)s3)CC2)cc1	22%	10%	-17%	3%	i
COCc1nnc(NC(=O)c2ccc(S(=O)(=O)N(CC(C)C)CC(C)C)cc2)o1	45%	4%	-7%	7%	11%
COc1cccc(/C=N/Nc2ccc([N+](=O)[O-])cc2)c1O	33%	2%	2%	?	2.7%
COC(=O)/C(C(C)=O)=C(\C=C\N(C)C)N(C)C	-5%	-4%	-10%	9%	0.4%
Cc1ccc(OCCC(=O)OCC(=O)C(C)(C)C)cc1	41%	-17%	-7%	?	0.1%
C=CCn1c(O)c(C(CC)=Nc2ccc(NC(C)=O)cc2)c(=O)[nH]c1=O	-11%	1%	2%	-2%	1.0%
O=C(Cn1cnc2c(nnn2-c2ccc(F)cc2)c1=O)NCC1CCCO1 (stereo not drawn)	-8%	-2%	-3%	-6%	0.7%
Cc1ccc(S(=O)(=O)NNC(=O)C2COc3ccccc3O2)cc1C (stereo not drawn)	-2%	-8%	3%	0%	0.8%
Cc1ccc(C2NC(=NCc3ccccc3)Nc3nc(C)cc(=O)n32)cc1 (stereo not drawn)	2%	-1%	-3%	-4%	0.8%
CCN(CC(=O)Nc1ccc(OC)cc1)C(=O)c1ccc(Cl)c(S(=O)(=O)N2CCCC2)c1	2%	8%	.	-10%	1.2%
CC1CN(C(=O)CSc2nc(N)cc(N)n2)CC(C)O1 (stereo not drawn)	-12%	2%	.	-8%	0.9%
Clc1ccc(-n2nnnc2-c2cnc(-c3ccccn3)nc2-c2cccs2)cc1	58%	5%	1%	?	3.6%	inhibitors of VEEV 10K pilot screen=3.2
CN(C)Cc1c(C(=O)N/N=C/C2CC=CCC2)nnn1-c1nonc1N (stereo not drawn)	-4%	9%	8%	-6%	0.7%
CC(C)=CCc1c(O)cc(O)c2c1OC(c1ccc(O)cc1)CC2=O (stereo not drawn)	6%	-4%	-9%	0%	8.8%
CCCCOc1ccc(C2C(C(=O)c3cccs3)=C(O)C(=O)N2CCN2CCOCC2)cc1 (stereo not drawn)	1%	-8%	5%	-10%	1.4%
Cc1cccc2cc(COC(=O)C3CCCO3)c(=O)[nH]c12 (stereo not drawn)	-4%	-5%	-5%	-4%	2.0%
CC(C)[C@H]1COCCS(=O)(=O)N1Cc1ccc(Cl)cc1	9%	-7%	5%	-2%	0.3%
CCOC(=O)C1=C(C)NC(=O)NC1c1ccc(OCC(=O)N2CCCCC2)cc1 (stereo not drawn)	-4%	-14%	-8%	2%	2.2%
COC(=O)CNC(=O)C(C)(C)Oc1ccc(Cl)cc1	1%	22%	-5%	5%	0.8%
Cn1nc(C(=O)NCC(=O)Nc2ccc(F)c(F)c2F)c2ccccc2c1=O	-5%	-11%	.	-3%	1.8%
CC(=O)N1CCN(c2ccc(NC(=O)/C=C/c3ccccc3)cc2)CC1	51%	4%	-4%	4%	0.9%
COC(=O)c1cc2c(ccn2-c2ccc(F)cc2)n1CC(=O)N1CCN(C(=O)c2ccco2)CC1	-6%	0%	-11%	-9%	1.6%	inhibitors of VEEV 10K pilot screen=9.5
O=C(CC(c1ccccc1)c1ccco1)Nc1nccs1 (stereo not drawn)	34%	2%	-7%	4%	6.3%
CC(C)C(=O)Nc1cccc(NC(=S)NC(=O)c2ccc(Cl)cc2)c1	46%	3%	1%	7%	1.3%
CCN(CC)CCn1c(N)c(S(=O)(=O)c2ccccc2)c2nc3ccccc3nc21	38%	-4%	-8%	5%	1.4%
O=c1[nH]nc(Cc2ccc3ccccc3n2)c2ccccc12	-1%	8%	-25%	2%	1.5%
CCCc1ccc2oc(C(=O)N3CCNC(=O)C3CC(=O)OC)c(C)c2c1 (stereo not drawn)	12%	-17%	5%	5%	4.5%
COc1ccc(Br)c(/C=N/NC(=O)COc2ccc(-c3ccccc3)cc2)c1	-2%	19%	5%	-5%	0.6%
COCCn1c(N)c(NCc2ccccc2)c(=O)[nH]c1=O	-7%	-2%	-8%	3%	0.5%
O=C(NC1CCCc2ccccc21)C1CCN(S(=O)(=O)c2ccccc2F)CC1 (stereo not drawn)	14%	2%	2%	4%	1.4%
O=C(CC1OC(=O)c2ccccc21)Nc1cc(Cl)ccc1N1CCCC1 (stereo not drawn)	4%	-7%	-5%	5%	7.4%
CCO/N=C/C1=C(O)C(C(=O)OC)C(C)(C)CC1=O (stereo not drawn)	14%	-1%	10%	-1%	1.1%

3 entries picked at random from those above, as already listed:
SMILES	M. tuberculosis	influenza NS1A	Salmonella PhoP GFP	H37Rv inhibition	inhibitors of VEEV	others
O=C(NC1CCCc2ccccc21)C1CCN(S(=O)(=O)c2ccccc2F)CC1 (stereo not drawn)	14%	2%	2%	4%	1.4%
CC(C)=CCc1c(O)cc(O)c2c1OC(c1ccc(O)cc1)CC2=O (stereo not drawn)	6%	-4%	-9%	0%	8.8%
COCCn1c(N)c(NCc2ccccc2)c(=O)[nH]c1=O	-7%	-2%	-8%	3%	0.5%

New compounds follow.
SMILES	M. tuberculosis	influenza NS1A	Salmonella PhoP GFP	H37Rv inhibition	inhibitors of VEEV	others
NN1C(=O)c2cccc3c(C(=O)O)ccc(c23)C1=O	-24%	-3%	-7%	-2%	1.1%
CCn1cc(C(=O)O)c(=O)c2cc(F)c(N3CCN(C(=S)NC(=O)c4ccc(Br)cc4)CC3)cc21	?	.	13µM*	-2%	0.1%
CC(OC(=O)CCN=C1NS(=O)(=O)c2ccccc21)C(=O)Nc1ccc(S(N)(=O)=O)cc1 (stereo not drawn)	-11%	-1%	.	5%	1.5%
C=CCn1c(SCc2nc3sc(C(=O)O)c(C)c3c(=O)[nH]2)nnc1-c1ccc(C(C)(C)C)cc1	10%	-12%	-2%	-8%	0.5%
O=C(OCC(=O)C12CC3CC(CC(C3)C1)C2)c1ccc(O)cc1O	79%	-14%	1%	99%	5.7%
COC(=O)CNC(=O)c1ccccc1F	-7%	-6%	-12%	-7%	1.6%
COc1ccc(C(=O)NCC2CCCO2)cc1OC (stereo not drawn)	-9%	-6%	4%	1%	2.2%
Cc1cccc(N2CCN(Cc3cnc(Cl)s3)CC2C)c1 (stereo not drawn)	4%	-3%	4%	-3%	0.4%
O=C(COc1ccc(S(=O)(=O)N2CCOCC2)cc1)NCCc1ccccc1	-2%	-17%	-3%	3%	1.8%
COc1ccc(-c2cc([C@H]3[C@@H]4C=CCC[C@@]4(C)C(=O)N3Cc3ccccc3)ccc2F)cc1OC	5%	0%	9%	5%	2.3%
CC(=O)C1CCC2C3C(N4CC4)CC4=CC(=O)CCC4(C)C3CCC12C (stereo not drawn)	.	-18%	.	.	6.3%
O=C(NC(Nc1nc2ccc([N+](=O)[O-])cc2s1)(C(F)(F)F)C(F)(F)F)c1cccnc1	?	-14%	-2%	?	6.7%
CN(C)C(=O)c1nc2ccc(Cl)cn2c1CNCc1ccccc1OC(F)(F)F	16%	-4%	3%	-2%	0.9%
CC(C)C[C@H]1C(=O)N2CCC[C@H]2[C@]2(O)O[C@](NC(=O)C3C=C4c5cccc6[nH]c(Br)c(c56)C[C@H]4N(C)C3)(C(C)C)C(=O)N12 (stereo partly drawn)	66%	9%	3%	>100µM*	5.5%
COCCN(C(=O)Cc1coc2cc(C)c(C)cc12)c1c(N)n(Cc2ccccc2)c(=O)[nH]c1=O	4%	-8%	2%	0%	8.6%
N=c1n(CC(=O)c2ccc(Br)cc2)c2ccccc2n1Cc1ccccc1	70%	6%	.	?	8.0%
Cc1sc2c(c1C)c(=O)n(-c1ccccc1)c(=O)n2CC(=O)NCC1CCCO1 (stereo not drawn)	-7%	-3%	-8%	5%	1.7%
Cc1cccc(NC(=S)N2CCOCC2)c1C	-28%	0%	7%	8%	1.7%
CC1(c2cccc(Br)c2)NC(=O)NC1=O (stereo not drawn)	-4%	12%	0%	2%	0.3%
Cc1cc(C(=O)CSc2nc(N)cc(N)n2)c(C)n1CCc1ccc(F)cc1	34%	16%	4%	0%	i
CCOc1ncccc1C(=O)OCC(=O)c1c(N)n(C)c(=O)n(C)c1=O	0%	-9%	-7%	12%	1.3%
Cc1ccc(S(=O)(=O)Nc2ccccc2-c2ccccc2)cc1	35%	-8%	-5%	-4%	0.8%
N#Cc1c(NC(=O)C(=O)NCCCN2CCOCC2)sc2c1CCCC2	1%	-5%	8%	4%	1.9%
COc1cccc(/C=C/C(=O)OCC(=O)NCC2CCCO2)c1OC (stereo not drawn)	36%	-5%	-4%	6%	4.2%

High-throughput results deposited in PubChem BioAssay by Southern Research Specialized Biocontainment Screening Center.

An unsorted share of the library; about 1.6% have a hit in one of these screens.
